M1 ag: agonists of human M1 muscarinic receptor; CHO-K1 hM1, Fluo-8 calcium fluorescence, agonist mode; 0% DMSO, 100% acetylcholine EC100; activation, % at 3 µM; 360,000 tested, 0.33% active; AID 588814; P11229;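 active = activation above the run's mean compound activation plus 3 SD, cut at about 16% in these data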;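 also: peak over basal fluorescence ratio within a 140 s kinetic read after compound addition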
Target sequence (P11229 whole entry, looked up): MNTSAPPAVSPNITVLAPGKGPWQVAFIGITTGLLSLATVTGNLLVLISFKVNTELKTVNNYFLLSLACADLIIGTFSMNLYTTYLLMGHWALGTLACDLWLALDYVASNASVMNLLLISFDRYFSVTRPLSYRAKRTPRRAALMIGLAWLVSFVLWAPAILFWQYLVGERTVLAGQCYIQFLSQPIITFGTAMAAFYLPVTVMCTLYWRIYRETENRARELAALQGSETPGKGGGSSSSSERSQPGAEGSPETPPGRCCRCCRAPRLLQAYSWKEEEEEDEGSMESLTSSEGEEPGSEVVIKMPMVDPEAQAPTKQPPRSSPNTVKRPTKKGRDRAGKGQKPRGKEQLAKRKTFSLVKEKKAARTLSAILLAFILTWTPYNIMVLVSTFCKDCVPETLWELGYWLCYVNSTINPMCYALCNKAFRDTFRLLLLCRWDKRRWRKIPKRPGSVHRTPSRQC
TAAR1 antagonist: human TAAR1 antagonism; 360,000 tested, 1.5% active; CHO RD-HGA16 TAAR1, Fluo-8 calcium fluorescence, antagonist; inhibition, % at 3 µM; Q96RJ0;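 active = inhibition above a per-plate cutoff, the mean inhibition of test compounds on that plate plus 3 SD, cut at about 49% in these data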;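 also: 0% = DMSO plus EC80 beta-PEA response and 100% = DMSO alone without agonist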
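System: RD-HGA16 CHO cells with stable hTAAR1 and Gα16 | Probe or stimulus: EC80 β-phenethylamine stimulus | Dosing: 3 µM, single point | Times: Dye loading 75 min at 37 °C, then 30 min room temperature | Measured by: Fluo-8 calcium-sensitive fluorescence | Read-out basis: % inhibition of agonist calcium response | Replicates: n of 1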
CHO-K1 Ca ag: M1 agonist counterscreen hit in parental CHO-K1 cells; activation, % at 3 µM; 360,000 tested, 0.48% active; Fluo-8 calcium fluorescence; scaled to maximal ATP response, vehicle zero; AID 602248; in the data active = activation above about 15%;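 also: untransfected CHO-K1 host cells lacking M1 receptor as counterscreen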
CHO parental Ca: counter-screen for OX1R antagonists: effect in parental CHO cells. AID 463079. 330,000 tested, 0.63% active. inhibition, % at 5.6 µM. parental CHO-K1, ATP-induced calcium, Fluo-8 fluorescence;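 active = inhibition above that plate's mean sample inhibition plus 3 SD, cut at about 26% in these data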;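 also: 0% = ATP-challenged DMSO wells and 100% = DMSO wells without ATP; some compounds past the cut are filed as inactive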
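Assay system – parental CHO cells · Reagent – ATP stimulus · Detection – intracellular calcium via Fluo-8 no-wash fluorescent dye · Evaluation – percent inhibition of ATP-evoked calcium rise, normalized to controls · Controls – ATP wells versus no-ATP DMSO wells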
OXTR potentiate: potentiates the human oxytocin receptor response; activation, % at 3 µM; P30559; 320,000 tested, 0.061% active; CHO-OTR cells, Fluo-8 calcium fluorescence, potentiator mode; 0% = oxytocin EC15, 100% = EC100;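 active = activation above that plate's cutoff, the mean activation of tested compounds plus 3 SD, cut at about 6.6% in these data, passing the limit was not always enough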;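 also: 100% uses oxytocin at 75 nM as the full agonist control; some results filed as inactive read as strong as hits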
Target sequence (P30559 whole entry, looked up): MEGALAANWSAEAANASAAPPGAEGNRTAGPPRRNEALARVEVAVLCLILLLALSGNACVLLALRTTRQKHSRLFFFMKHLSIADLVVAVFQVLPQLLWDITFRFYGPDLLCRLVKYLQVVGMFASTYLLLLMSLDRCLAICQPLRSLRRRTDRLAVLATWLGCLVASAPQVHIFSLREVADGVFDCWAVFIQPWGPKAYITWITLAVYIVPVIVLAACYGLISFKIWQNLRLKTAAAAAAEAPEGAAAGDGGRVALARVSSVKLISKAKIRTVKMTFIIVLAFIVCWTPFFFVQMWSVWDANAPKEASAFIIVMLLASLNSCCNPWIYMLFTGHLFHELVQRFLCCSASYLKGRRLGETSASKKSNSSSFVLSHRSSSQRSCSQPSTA
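System: human OTR in CHO cells; Also added: sub-maximal oxytocin, roughly EC15; Timing: compound 6 min at room temperature before oxytocin, 100 s read; Technique: Fluo-8 intracellular calcium fluorescence, ex 470-495, em 515-575 nm; Controls: oxytocin EC15 low and EC100 high; Replication: singlicate.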
TAAR1 ag: agonists of human TAAR1. CHO RD-HGA16 TAAR1, Fluo-8 calcium fluorescence; vehicle wells 0%, saturating PEA agonist 100%. activation, % at 3 µM. 360,000 tested, 0.99% active. AID 624467;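 active = activation above the mean activation of all test compounds in the run plus 3 SD, cut at about 38% in these data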
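System: CHO RD-HGA16 cells carrying human TAAR1 plus Gα16; Incubation: 17-24 h seeding, 75 min 37 °C dye, 30 min RT; Measured by: Fluo-8 fluorescence, 5 s baseline then 140 s kinetic read; Control set: DMSO and PEA EC100; Replication: single well for each compound.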
V1R ag counter: activates human V1a receptor in oxytocin agonist counter-screen. activation, % at 3 µM. AID 2797. CHO-V1R cells, Fluo-8 calcium fluorescence, agonist mode; 0% DMSO, 100% 3 nM vasopressin. 320,000 tested, 0.25% active;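 active = activation above the mean activation of all tested compounds plus 3 SD, per screening run, cut at about 20% in these data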;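 also: signal is peak over basal fluorescence ratio across a 100 second FLIPR read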
CHO-K1 Ca antag: counter-screen for M1 antagonists: effect in parental CHO-K1 cells; ATP-induced calcium, Fluo-8 fluorescence; 360,000 tested, 0.6% active; inhibition, % at 3 µM;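 active = inhibition above a per-plate cutoff, the plate's mean sample inhibition plus 3 SD, cut at about 24% in these data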;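 also: 0% = DMSO plus EC80 ATP and 100% = DMSO alone without ATP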
M1 PAM parental: M1 PAM counterscreen hit in parental CHO-K1 cells; ATP EC20, Fluo-8 calcium fluorescence; 0% at ATP EC20, 100% at ATP max; activation, % at 3 µM; 360,000 tested, 0.02% active;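 active = activation above the run cutoff, the mean activation of all test compounds plus 3 SD, cut at about 40% in these data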;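 also: peak over basal fluorescence ratio in a 140 s read after ATP addition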
Active calls of the source: *; x = no result given.

SMILES	M1 ag	TAAR1 antagonist	CHO-K1 Ca ag	CHO parental Ca	OXTR potentiate	TAAR1 ag	V1R ag counter	CHO-K1 Ca antag	M1 PAM parental
COC(=O)[C@H]1C[C@@]2(O)CN(S(=O)(=O)c3ccc(C)cc3)C[C@@]2(OC(=O)NC2CCCC2)C[C@H]1C(=O)OC	1	3	0.1	x	x	1	x	23	-7
COc1ccc(OC)c(C2C3=C(N=c4s/c(=C\c5cccc(O)c5)c(=O)n42)c2ccccc2CC3)c1 (stereo unspecified)	5	-18	-0.4	-14	-6	6	1.1	-5	21
COc1cccc(NC(=O)c2cc3ccccc3cc2OC)c1	-3	10	0.7	-8	-2	-1	-0.5	9	-3
CC(C)(C)c1ccc(/C=N/NC(=O)C2CCCC2)cc1	-4	10	0.5	x	x	-1	x	-9	11
Cc1cccc(C(=O)N/N=C/c2ccc(OC3CSC3)cc2)c1	-5	26	0.2	-8	-7	8	1.0	1	1
O=C(Nc1ccc2c(c1)OCO2)c1cc(C2CCCCN2S(=O)(=O)c2cccs2)on1 (stereo unspecified)	-8	7	3.0	x	x	1	x	5	14
COCCn1c(SCC(=O)Nc2cccc(C)n2)nnc1-c1ccco1	-8	1	0.9	-36	8	2	1.3	-11	16
Cc1ccc(Sc2ncccc2C(=O)O)cc1C	-4	1	0.6	-10	1	8	0.4	-16	16
O=C(CCCCCN1C(=O)C2C3C=CC(C3)C2C1=O)Nc1nccs1 (stereo unspecified)	0	16	0.3	-9	0	0	0.4	-4	4
COc1ccc2[nH]c3nc(SC(C)C)nnc3c2c1	-4	7	0.5	3	-3	6	-0.8	-2	13
COc1cc(NC(=S)N2CCN(C(=O)c3ccco3)CC2)c(OC)cc1Cl	-8	0	0.0	0	2	4	-0.2	-8	15
c1ccc(CNc2ncnc3scc(-c4cccs4)c23)nc1	1	27	13	44*	-8	5	4.1	13	-3
Cc1ccc(NC(=O)c2cc(CC(C)C)nc3ccccc23)cc1	-7	26	0.3	-15	-5	0	-1.3	-1	-4
Cc1cccc(NC(=O)CN(C)S(=O)(=O)c2cnc[nH]2)c1	-2	3	0.7	-10	-11	14	0.3	0	14
FC(F)(F)c1cccc(-n2cccc2/C=N/n2cnnc2)c1	-3	8	0.4	-5	-6	3	1.2	-18	-7
CCCN1C(=O)CC(c2ccc(OC)c(OC)c2)C1=O (stereo unspecified)	2	-15	0.6	x	x	4	x	2	0
O=C1C(=O)c2c(C(=O)c3ccccc3)coc2-c2ccccc21	2	3	1.7	-22	-3	7	1.7	-7	21
N=c1ncn(C2OC(CO)C(O)C2O)c2nc(Br)[nH]c12 (stereo unspecified)	-1	-13	-0.3	x	x	0	x	-7	12
COC(=O)CC1Nc2ccccc2SC1=O (stereo unspecified)	-3	-12	0.1	3	-5	5	0.3	-5	8
O=C(CNC(=O)c1ccc(N2CCCC2=O)cc1)Nc1ccc(F)c(F)c1F	2	-22	-0.1	0	4	0	0.4	-6	-15
NS(=O)(=O)c1cccc(NC(=O)CSc2nc3nc(-c4cccs4)cc(C(F)(F)F)c3c(=O)[nH]2)c1	-4	-10	0.7	-3	-1	0	0.1	-4	0
COC(=O)COc1ccc2c(=O)c(Oc3ccccc3Br)coc2c1	3	8	0.1	-1	-3	-1	-1.1	-6	12
CN1CCCC(OC(=O)c2cccc(Cl)c2)C1 (stereo unspecified)	-6	-19	1.5	-7	-4	0	0.2	-1	16
O=C(Nc1cccc(OCC(=O)N2CCOCC2)c1)C1CCCCC1	-4	27	0.4	1	-5	4	-0.5	-23	14
O=C1C(=O)N(c2ccccn2)C(c2ccc(Br)cc2)/C1=C(/O)c1ccc(Br)cc1 (stereo unspecified)	-2	3	0.5	x	x	3	x	-10	11
C[C@@H]1CN([C@@H](C)CO)C(=O)c2cccc(NS(C)(=O)=O)c2O[C@H]1CN(C)C(=O)Nc1ccc(F)cc1	-3	-5	0.1	-9	-4	3	1.2	-12	11
COc1cccc(/C=N/NC(=O)c2ccc3nc[nH]c3c2)c1O	-1	-10	3.5	-5	-6	-1	0.2	-5	5
O=C(Nc1ccccc1)Nc1c(F)cccc1F	-3	-6	0.0	4	-9	9	-0.2	-2	-1
COc1ccc(CCN2CC(C(=O)N(C)Cc3cccnc3)CC2=O)cc1OC (stereo unspecified)	-1	-8	0.4	-11	-2	-1	0.0	-17	4
O=C(CC1C(=O)OCC2CCCCN21)Nc1ccccc1C(F)(F)F (stereo unspecified)	0	0	0.9	1	-6	6	-0.1	-18	15
Cc1sc(NC(=S)NC(=O)C2CCCCC2)c(C(N)=O)c1C	-4	-9	-0.1	5	-12	-1	-1.1	-9	1
CCCC(C)NC(=O)C1CCN(S(=O)(=O)c2ccccc2)CC1 (stereo unspecified)	-4	-13	-0.6	0	-5	3	0.2	7	-5
Cc1ccccc1C(=O)N1CCC(C(=O)N2CCN(c3ncccn3)CC2)CC1	-1	-16	0.7	-12	-8	3	0.1	-23	-1
CCN(CC)C(=O)C1=C(C)N(Cc2ccccc2)C(=O)C(CC(=O)NCC2CCCCC2)C1 (stereo unspecified)	-6	-11	-0.6	x	x	4	x	-14	-3
O=C(CN1C(=O)NC(Cc2c[nH]c3ccccc23)C1=O)NCCc1ccc(F)cc1 (stereo unspecified)	-3	10	1.4	-14	1	7	-0.2	16	6
C=CCN(c1ccccc1)S(=O)(=O)c1ccc2[nH]cc(C(=O)NCCOC)c(=O)c2c1	-10	-13	1.3	1	-15	-2	-0.6	-6	-6
C[C@H]1CN([C@@H](C)CO)C(=O)CCCn2nncc2CO[C@@H]1CN(C)C(=O)Nc1ccnc(N2CCOCC2)c1	-9	-15	0.2	x	x	2	x	1	16
Nc1ccn([C@@H]2O[C@H](CNCc3ccc(N4CCNCC4)cc3)[C@@H](O)[C@H]2O)c(=O)n1	-9	5	0.4	x	x	1	x	4	7
CN(C(=O)CSc1nc2c(cnn2-c2ccccc2)c(=O)[nH]1)C1CCS(=O)(=O)C1 (stereo unspecified)	x	-8	x	4	-4	8	0.3	x	x
CN(C)c1ccc(/C=N/NC(=O)CCc2c[nH]c3ccccc23)cc1	-1	3	0.1	-11	-2	2	-0.6	2	3
Cc1ccc(S(=O)(=O)N(Cc2ccccc2)C(C)C)cc1	-6	15	13	-3	-11	2	-1.6	-1	8
COC(CNC(=O)C(C)n1nc(C)c2ccccc21)OC (stereo unspecified)	-5	2	0.1	-10	-7	2	2.4	-15	10
COc1ccc(NC(=O)C2CCCN(S(=O)(=O)c3ccc4c(c3)CCCN4C(C)=O)C2)cc1 (stereo unspecified)	-2	-12	0.7	-20	-5	3	3.0	10	-18
O=c1c2ccccc2nc(/C=C/c2ccc([N+](=O)[O-])o2)n1CCCO	-4	-1	0.7	-2	-4	6	5.0	-5	1
C=CCn1c(CSc2ccccc2[N+](=O)[O-])n[nH]c1=S	-2	-9	6.0	2	-9	0	-0.3	-3	9
C[C@@H]1CCCCCCCCC(=O)OCCN(C(=O)OC(C)(C)C)[C@H](C)CCCCCCCCC(=O)OCCN1C(=O)OC(C)(C)C	-3	-9	0.1	9	-2	5	1.0	-2	-4
O=C(OCc1nc2ccc(Cl)cc2n1CCO)c1ccccc1	-8	3	2.9	-7	-7	4	0.6	3	14
COC(=O)c1ccc(OC(=O)c2ccncc2)cc1O	-1	3	1.0	-4	7	2	-0.5	-10	8
Clc1ccc2c(c1)Nc1ccccc1CC2	-5	-52	-0.3	-11	-12	-1	-1.8	-6	8
CN(c1ccccc1)S(=O)(=O)c1cccc(Cl)c1Cl	-4	-58	1.9	-8	-3	-3	-1.4	-12	-11

Additional results:
SMILES	M1 ag	TAAR1 antagonist	CHO-K1 Ca ag	CHO parental Ca	OXTR potentiate	TAAR1 ag	V1R ag counter	CHO-K1 Ca antag	M1 PAM parental
CCc1nnc(NC(=O)c2nn(-c3ccccc3)nc2C)s1	-2	3	1.9	-14	-3	0	-0.3	-14	12
OCCC#Cc1ccc(CN2CCN(Cc3ccsc3)C(CCO)C2)cc1 (stereo unspecified)	-14	17	1.0	-7	-1	5	-0.1	-5	23
c1ccc(CN2CCC(Nc3nc(-c4ccccc4)nc4ccccc34)CC2)cc1	-2	-6	2.5	-12	-11	19	8.3	-9	16
CCc1nc2ccc(C(=O)Nc3ccc4c(c3)OCC(=O)N4)cn2c1N(C)C(=O)C1CCCCC1	1	-26	-0.2	x	x	0	x	-4	12
CC(C)c1ccc(NC(=O)C2CCN(S(=O)(=O)c3ccc4c(c3)C(C)(C)C(=O)N4C)CC2)cc1	-7	4	1.9	-9	-5	1	1.1	-3	21
Cc1csc(Sc2ccc(C(=O)OCC(=O)Nc3ccc(OC(F)(F)F)cc3)cc2[N+](=O)[O-])n1	-8	6	-0.1	-11	-7	-2	-0.1	14	-9
O=C(Cc1ccccc1)Nc1ccc(N2CCCC2)cc1	-6	-1	-0.1	7	-8	1	-1.1	2	8
CCOC(=O)c1sc2ncnc(Nc3cccc(C(=O)O)c3)c2c1C	-1	-31	0.9	7	-3	5	1.2	-10	4
O=C(NNC(=O)C12CC3CC(CC(C3)C1)C2)c1ccccc1F	-4	1	1.8	6	-8	1	1.5	-10	17
Cc1cccc(Nc2ccccc2C(=O)OCC(=O)N2CCOCC2)c1C	-1	4	0.6	-12	-10	6	0.0	-9	11
Cc1ccc(Sc2ccc(NC(=O)CCN3C(=O)NC4(CCCC4)C3=O)cc2)c(C)c1	-5	45	3.8	-12	-11	25	4.2	3	16
CN(c1ccccc1C(=O)N1CCc2ccccc2C1)S(C)(=O)=O	-3	-23	0.4	-7	-10	5	-0.1	9	-2
CCOC(=O)/C=c1\s/c(=C\c2ccc(-c3ccccc3)cc2)c(=O)n1CC(=O)NCc1ccc2c(c1)OCO2	-1	4	0.0	-12	0	-1	0.6	-13	27
COc1ccccc1NC(=S)N1CCC(NC(=O)C23CC4CC(CC(C4)C2)C3)CC1	-13	8	0.3	-3	0	1	-0.1	-3	7

Structures listed so far containing a nitro group on carbon:
SMILES	M1 ag	TAAR1 antagonist	CHO-K1 Ca ag	CHO parental Ca	OXTR potentiate	TAAR1 ag	V1R ag counter	CHO-K1 Ca antag	M1 PAM parental
O=c1c2ccccc2nc(/C=C/c2ccc([N+](=O)[O-])o2)n1CCCO	-4	-1	0.7	-2	-4	6	5.0	-5	1
C=CCn1c(CSc2ccccc2[N+](=O)[O-])n[nH]c1=S	-2	-9	6.0	2	-9	0	-0.3	-3	9
Cc1csc(Sc2ccc(C(=O)OCC(=O)Nc3ccc(OC(F)(F)F)cc3)cc2[N+](=O)[O-])n1	-8	6	-0.1	-11	-7	-2	-0.1	14	-9
